Screening data (PubChem)
uPA surface inh: inhibitors of cell surface uPA generation | cell surface uPA generation assay, qHTS | Potency, µM (highest dose often 38.3 µM), for inactives: at the highest dose activity change, negative = inhibition, most hits filed as inhibitors | actives 0.31% (n = 330,000); active = well fitted inhibition curve with a large enough effect; inconclusive = small, poorly fitted or top-dose-only effect; inactive = no such curve, though single readings can be large or run the other way; tested in mouse RAW 264.7 cells; also: potency is read from the fitted curve at half-maximal effect; nearly all actives have a fitted effect of over 55% in size
PKM2 activator: activators of human pyruvate kinase M2; P14618; purified PKM2, Kinase-Glo ATP luminescence, activation; response scale: 0% is enzyme alone, no compound; Potency, µM (highest dose often 57.5 µM), inactives show at the highest dose activation, actives largely listed as activators; actives 0.34% (n = 260,000); also: potency is read from the fitted curve at half-maximal effect; nearly all actives have a fitted effect of over 55% in size
Target sequence (P14618 whole entry, looked up): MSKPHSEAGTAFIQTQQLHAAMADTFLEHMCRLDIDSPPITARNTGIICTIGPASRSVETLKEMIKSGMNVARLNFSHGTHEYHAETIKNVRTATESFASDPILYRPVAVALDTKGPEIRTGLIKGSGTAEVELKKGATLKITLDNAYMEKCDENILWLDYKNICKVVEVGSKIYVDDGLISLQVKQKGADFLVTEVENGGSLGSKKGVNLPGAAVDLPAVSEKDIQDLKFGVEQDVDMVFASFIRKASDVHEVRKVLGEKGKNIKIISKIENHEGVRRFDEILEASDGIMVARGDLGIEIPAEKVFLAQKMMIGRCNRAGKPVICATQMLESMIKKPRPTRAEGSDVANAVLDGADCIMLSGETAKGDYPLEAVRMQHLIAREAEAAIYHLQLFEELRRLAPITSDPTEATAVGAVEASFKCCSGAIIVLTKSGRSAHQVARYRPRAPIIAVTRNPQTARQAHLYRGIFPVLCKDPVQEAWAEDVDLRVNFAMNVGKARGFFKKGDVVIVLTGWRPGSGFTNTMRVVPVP
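ATP formation by purified human PK-M2, quantified via coupled luciferase luminescence after 1 h at room temperature with 0.1 mM ADP and 0.5 mM PEP final.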
B2AR arrestin: recruits beta-arrestin to the human beta2-adrenergic receptor; P07550; beta-arrestin recruitment to beta2AR, cell-based reporter; Potency, µM (highest dose often 46.1 µM), for the others: top-dose activation, usual class: activators; actives 0.02% (n = 330,000);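 also: potency is read from the fitted curve at half-maximal effect; 0% = DMSO controls and full agonism = EC100 isoproterenol or metaproterenol; nearly all actives have a fitted effect of over 65% in size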
BCR signal inh: chronic active BCR signaling inhibition; Potency, µM (highest dose often 46.1 µM), without a hit: top-dose ratio change, negative = lower green/red ratio, most hits filed as inhibitors; ABC-DLBCL IkBa-CBG/CBR reporter, luminescence ratio, 4 h; actives 0.05% (n = 340,000); AID 493014; active = well fitted inhibition curve with a large enough effect in the signal ratio, with a control signal flat, not every such curve was filed as active; inconclusive = small, poorly fitted or top-dose-only effect, or effect the other way, or a change in a side signal; the % refers to the signal ratio;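 also: potency is read from the fitted curve at half-maximal effect; plate controls were basal doxycycline-induced cells for no effect and cells given 10 µM MG132 for full effect; MG132 reads +100%, hits lower the ratio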
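TMD8 human ABC-DLBCL cells with doxycycline-inducible IκBα–green luciferase fusion and unfused red luciferase, in 0.5% FBS medium; compounds up to 46 uM, 4 h at 37C. Green/red luminescence ratio, filter-overlap corrected, fitted to concentration-response curves.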
KCNH2 3.1 block: KCNH2 3.1 (human) potassium channel inhibition | U2OS KCNH2 3.1, thallium flux FluxOr; stronger effect = lower value | activity change, % (tested at about 1.8 µM) | actives 0.95% (n = 340,000);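 active = maximum activity change below -70%; inconclusive = maximum activity change from -70% to -50%; inactive = maximum activity change above -50%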;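 also: thallium influx rate constant from kinetic fluorescence after stimulation buffer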
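We transduce U2OS cells with the mutant 3.1 virus, culture them overnight, load FluxOr with Red40 quencher for 45 min, then add stimulation buffer and read kinetically for 2 min to derive a normalized rate constant.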
FBPA coupling cs: counter-screen for Giardia aldolase inhibitors: coupling enzyme system; coupling enzyme system counterscreen, AmpLite Red fluorescence; activity change, negative = inhibition, % at 58.2 µM, hits read low; actives 0.67% (n = 290,000); in the data active = activity change below about -30%
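Final compound at 57.5 uM, incubated 10 min at RT with coupling enzyme reagent (glyceraldehyde-3-phosphate), then 20 min with substrate and AmpLite Red detection. Fluorescence read at 525/598 nm; tests interference with the coupling assay, not aldolase inhibition.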
Giardia killer: kills Giardia lamblia. activity change, % at 7.66 µM, hits read low. actives 0.15% (n = 340,000). Giardia lamblia trophozoite viability; in the data active = activity change below about -80%; inconclusive = between about -30% and that limit;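 also: parasites exposed to compound for two days anaerobically before the ATP read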
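Viability, read as ATP luminescence: trophozoites at 100 cells/well, compound added, 48 hrs anaerobic at 37 deg C, then 15-30 min room-temperature development before reading.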
hERG WT inh: KCNH2 (human, wildtype) channel inhibition; Q12809; U2OS, BacMam KCNH2, thallium flux FluxOr; stronger effect = lower value; activity change, % at 1.84 µM; actives 0.37% (n = 340,000); AID 720551;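 active = maximum activity change below -70%; inconclusive = maximum activity change between -70% and -50%; inactive = maximum activity change above -50%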
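U2OS cells were transduced with wild-type KCNH2 virus (2.03 x 10^8 / mL) for 4 h at room temperature, then cultured overnight at 37 C. Thallium flux was read with FluxOr dye. Rate constants were normalized to DMSO controls.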
GALK inhibitor: blocks human galactokinase activity; Potency, µM (series often up to 57.5 µM), for inactives: at the top dose activity change, negative = inhibition, hits mostly inhibitors; Purified GALK, Kinase-Glo residual ATP luminescence; actives 0.007% (n = 270,000); also: potency is read from the fitted curve at half-maximal effect
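GALK at 5 nM final was combined with compound, 35 uM ATP and 100 uM galactose in HEPES pH8.0 with MgCl2 and DTT. The reaction ran one hour at room temperature before luminescent ATP detection.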
USP2a inh: inhibitors of human ubiquitin-specific protease USP2a; Potency, µM (top dose mostly 38.3 µM), for the others: at the highest dose activity change, negative = inhibition, usual class: inhibitors; AID 463254; actives 0.01% (n = 330,000); USP2 core, Ub-CHOP2 coupled fluorogenic reporter, 485/531; O75604;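 also: potency is read from the fitted curve at half-maximal effect; plate controls were DMSO wells for no effect and full inhibition by NEM control for full effect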
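Cell-free coupled assay: 10nM USP2 core preincubated 30min RT with compound in Tris-HCl pH 8.0/CaCl2/CHAPS buffer, then 25nM Ub-CHOP2 and 25nM reporter substrate; fluorescence (Ex 485/Em 531) read after 60min RT, normalized to NEM inhibition, concentration-response curves fitted.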
Eya2 inh: inhibitors of human Eya2 phosphatase activity; AID 488837; Potency, µM (titrated, usually from 76.9 µM), inactives show top-dose activity, negative = inhibition, hits mostly inhibitors; actives 0.006% (n = 330,000); recombinant Eya2, OMFP fluorescence dephosphorylation (OMFP is methylfluorescein phosphate); also: potency is read from the fitted curve at half-maximal effect
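Eya2 (0.2 uM) preincubated 10 min at ambient with compound, then OMFP substrate added at 50 uM; 10 min reaction in 50 mM HEPES pH 7.5, 50 mM NaCl, 5 uM MgCl2, 0.05% BSA, 1 mM DTT. Fluorescence read at Ex 485/Em 525 nm.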
* = called active by the depositor; ? = inconclusive; · = not tested or not shown; [ ] = dose if it differs, or a comment. Unless noted, calls follow the shape of the dose curve; as a rule, active = well fitted curve in the direction sought with a large enough effect; inconclusive = small, poorly fitted or top-dose-only effect, or another doubt; inactive = no such curve, though single readings can be large; an effect the other way counts as inactive or inconclusive. Unless noted, % is scaled to controls: 0 for no effect and ±100 for the full control effect.

Start of the listing, in advance (four entries):
SMILES	uPA surface inh	PKM2 activator	B2AR arrestin	BCR signal inh	KCNH2 3.1 block	FBPA coupling cs	Giardia killer	hERG WT inh	GALK inhibitor	USP2a inh	Eya2 inh
CC(=O)c1cccc(NC(=O)C(C)OC(=O)Cc2c[nH]c3ccccc23)c1 (stereo not given)	3%	·	0.5%	3%	10	·	-18	0	·	1%	10%
Cc1cc(C)c(C)c(OCCn2ccnc2)c1	3%	-1%[11.5 µM]	-0.5%	0%	5	-3	-6	-2	-2%	1%	-10%
N#Cc1c(-c2cccs2)nc(SCc2ccc(Cl)cc2)[nH]c1=O	1%	32µM*	5.7%	?	4	26	-20	0	-12%	?	3%
Cc1cccc(S(=O)(=O)Nc2ccc(-c3cn4ccccc4n3)cc2)c1	1%	5%	0.1%	?	-1	2	2	-1	2%	4%	8%

The list itself, from the first entry:
SMILES	uPA surface inh	PKM2 activator	B2AR arrestin	BCR signal inh	KCNH2 3.1 block	FBPA coupling cs	Giardia killer	hERG WT inh	GALK inhibitor	USP2a inh	Eya2 inh
CC(=O)c1cccc(NC(=O)C(C)OC(=O)Cc2c[nH]c3ccccc23)c1 (stereo not given)	3%	·	0.5%	3%	10	·	-18	0	·	1%	10%
Cc1cc(C)c(C)c(OCCn2ccnc2)c1	3%	-1%[11.5 µM]	-0.5%	0%	5	-3	-6	-2	-2%	1%	-10%
N#Cc1c(-c2cccs2)nc(SCc2ccc(Cl)cc2)[nH]c1=O	1%	32µM*	5.7%	?	4	26	-20	0	-12%	?	3%
Cc1cccc(S(=O)(=O)Nc2ccc(-c3cn4ccccc4n3)cc2)c1	1%	5%	0.1%	?	-1	2	2	-1	2%	4%	8%
O=C(O)Cc1ccc(N=Nc2c(O)c(C(=O)O)cc3ccccc23)cc1	-3%	-1%	0.5%	?	3	-9	5	-19	-2%	0%	?
CC1Cc2cc(/C(O)=C3/C(=O)C(=O)N(CCN4CCOCC4)C3c3ccc([N+](=O)[O-])cc3)ccc2O1 (stereo not given)	0%	-9%	-0.4%	-8%	19	3	22	6	2%	-2%	8%
COc1ccccc1CC(NC(C)=O)C(=O)NC1CCN(C(=O)c2ccc([N+](=O)[O-])cc2)CC1 (stereo not given)	14%	3%	-0.3%	1%	9	5	-14	-3	0%	1%	-2%
O=C(COc1ccc2ccccc2c1)NNC(=O)c1cnccn1	0%	7%	-0.8%	-1%	-38	3	4	-10	2%	-2%	11%
O=C(c1cccc([N+](=O)[O-])c1)N1CCN(c2ccccn2)CC1	-2%	-2%	3.5%	7%	6	0	-4	3	·	0%	1%
CCC(CC)C(=O)c1c[nH]c(C(=O)NCc2cccnc2)c1	0%	7%	-0.1%	0%	3	-1	0	5	0%	1%	?
O=C(NC(=S)Nc1ccc(Cl)c(C(=O)O)c1)c1cccc(COc2ccccc2)c1	-3%	-15%	0.2%	7%	1	11	-1	0	-2%	2%	-1%
O=C(CCc1ccccc1)N1CCN(c2ccc(F)cc2)CC1	0%	1%	0.2%	?	9	-2	9	0	-1%	1%	7%
Cn1c(SCC(=O)N2CCOCC2)nnc1-c1ccc(Cl)cc1Cl	·	3%	0.0%	0%	12	1	4	0	0%	4%	5%
CCC1OC23CCCCC2C(C#N)(C(=N)O3)C1(C#N)C#N (stereo not given)	-3%	-8%	-0.5%	7%	22	·	-27	7	-1%	6%	-11%
CCOC(=O)c1cc2occc2n1CC(=O)N1CCN(C(=O)c2ccco2)CC1	-3%	-1%	0.0%	0%	9	2	-8	-4	4%	-1%	0%

Fetched by compound from the entries so far (2):
SMILES	uPA surface inh	PKM2 activator	B2AR arrestin	BCR signal inh	KCNH2 3.1 block	FBPA coupling cs	Giardia killer	hERG WT inh	GALK inhibitor	USP2a inh	Eya2 inh
O=C(COc1ccc2ccccc2c1)NNC(=O)c1cnccn1	0%	7%	-0.8%	-1%	-38	3	4	-10	2%	-2%	11%
CC(=O)c1cccc(NC(=O)C(C)OC(=O)Cc2c[nH]c3ccccc23)c1 (stereo not given)	3%	·	0.5%	3%	10	·	-18	0	·	1%	10%

More entries follow.
SMILES	uPA surface inh	PKM2 activator	B2AR arrestin	BCR signal inh	KCNH2 3.1 block	FBPA coupling cs	Giardia killer	hERG WT inh	GALK inhibitor	USP2a inh	Eya2 inh
CCCCCCOc1ccc(C(CC(N)=O)C(=O)O)cc1 (stereo not given)	-3%	-29%	-0.2%	9%	-3	4	-4	-3	2%	2%	7%
COc1ccc(/C=N/NC(=O)c2cccc(Br)c2)cc1Cn1cc(Cl)cn1	-7%	0%	0.4%	?	-1	1	7	3	1%	3%	?
CCOc1ccc(CN2C(=O)c3ccccc3C2=O)cc1C(=O)N1CCC(C(N)=O)CC1	14%	-3%	-0.7%	1%	-4	·	-6	-6	5%	1%	3%
COC(=O)/C=c1/sc2nc3ccccc3n2c1=O	4%	-1%	0.1%	-20%	7	5	-8	-14	-1%	1%	5%
COc1cccc(Oc2ncnc(N)c2[N+](=O)[O-])c1	7%	·	0.1%	-7%	5	3	0	-7	1%	1%	5%

Limited to uPA surface inh, for some of the entries so far:
smiles	uPA surface inh
O=C(COc1ccc2ccccc2c1)NNC(=O)c1cnccn1	0%
COc1ccc(/C=N/NC(=O)c2cccc(Br)c2)cc1Cn1cc(Cl)cn1	-7%
COc1cccc(Oc2ncnc(N)c2[N+](=O)[O-])c1	7%
CCCCCCOc1ccc(C(CC(N)=O)C(=O)O)cc1 (stereo not given)	-3%
